TNAP act hiacc: activators of human TNAP at high phosphate acceptor concentration. purified TNAP, CDP-star luminescence, 1 M DEA, 30 min; stronger effect = higher value; 0 = EDTA background, 1 = DMSO-only activity. AID 1136. activation factor at 20 µM. 200,000 tested, under 10 active;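 active means activation factor at least 2 at 20 µM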
Target sequence (P05186 whole entry, looked up): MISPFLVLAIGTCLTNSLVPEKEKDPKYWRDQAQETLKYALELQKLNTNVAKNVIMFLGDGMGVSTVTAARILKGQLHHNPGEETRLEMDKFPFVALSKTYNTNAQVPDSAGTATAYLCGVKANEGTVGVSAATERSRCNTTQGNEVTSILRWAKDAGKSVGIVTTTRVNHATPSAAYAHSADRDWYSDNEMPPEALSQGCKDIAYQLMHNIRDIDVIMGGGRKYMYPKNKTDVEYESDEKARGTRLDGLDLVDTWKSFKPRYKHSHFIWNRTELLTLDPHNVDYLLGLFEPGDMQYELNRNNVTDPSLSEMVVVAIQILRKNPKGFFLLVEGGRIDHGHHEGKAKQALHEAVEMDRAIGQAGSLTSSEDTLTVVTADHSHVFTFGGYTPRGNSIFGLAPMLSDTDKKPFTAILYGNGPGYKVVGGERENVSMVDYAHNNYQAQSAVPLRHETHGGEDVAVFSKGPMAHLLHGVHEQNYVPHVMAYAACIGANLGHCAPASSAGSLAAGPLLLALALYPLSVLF
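Control set: EDTA negative control, DMSO positive control / Assay system: human TNAP / Quantity: TNAP 1/800 final / Evaluation: TNAP activation factor scaled between EDTA and DMSO control wells / Measured by: luminescent substrate turnover signal / Compound dosing: one dose, 20 µM / Times: 30 min enzyme reaction at room temperature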
TNAP inh hi DEA: TNAP (human) inhibition, high acceptor | inhibition, % at 20 µM | purified TNAP, CDP-star luminescence, 1 M DEA | P05186 | AID 1135 | hit rate 0.03% among 200,000;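 active means over 50% inhibition of tissue-nonspecific alkaline phosphatase at 20 µM in the single-dose screen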;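 further: plate controls were DMSO wells for no effect and EDTA-quenched wells as full inhibition for full effect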
Lmaj promast: reduces viability of Leishmania major promastigotes; AID 1063; resazurin fluorescence viability; inhibition, % at 10 µM; hit rate 9% among 200,000; in the data active means inhibition above about 50%;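 further: promastigotes grown with compound for 44 hours at 28 °C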
RAM inhibit: inhibitors of the yeast RAM network; S. cerevisiae dse1pr::URA3 reporter, 5-FOA growth OD615, 2 d; analog-sensitive cbk1-as2 kinase mutant strain; inhibition, % at 50 µM; AID 868; hit rate 1.8% among 190,000;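 active means inhibition above a set limit, 3 SD over mean compound inhibition, cut at about 8.4% in these data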;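 further: 0% = DMSO-only wells with no growth and 100% = 10 µM 1-NA-PP1 full growth; inhibition rescues growth on 5-FOA so higher OD means more RAM inhibition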
APP 5UTR inh: APP translation inhibition | SH-SY5Y APP 5'UTR-luciferase reporter, luminescence | inhibition, % at 2 µM | hit rate 0.82% among 190,000;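 active means inhibition above a set limit, derived from the sample mean plus 3 SD, cut at about 45% in these data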; further: values of inactives mirror those of a sister screen read the other way
TNAP inh noacc: inhibitors of human TNAP without phosphate acceptor; P05186; purified TNAP, CDP-star luminescence, 30 min; inhibition, % at 20 µM; hit rate 0.26% among 200,000; AID 1012;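 active means tissue-nonspecific alkaline phosphatase inhibition above about 50% at 20 µM in the single-dose screen, limit read from the data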;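 further: 0% = DMSO negative control and 100% = EDTA positive control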
bIAP act: intestinal alkaline phosphatase (bovine) activation; purified bovine IAP, CDP-star luminescence, 30 min; stronger effect = higher value; fold of DMSO-control signal, blank-subtracted; activation factor at 20 µM; hit rate 0.17% among 200,000; AID 1016;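 active means activation factor of 2 or more at 20 µM, a signal rise over negative controls twice the positive control's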
bIAP inh: blocks bovine intestinal alkaline phosphatase activity | purified bovine IAP, CDP-star luminescence, 30 min | AID 1019 | 190,000 tested, under 10 active | inhibition, % at 20 µM;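 active means over 50% inhibition of intestinal alkaline phosphatase at 20 µM in the single-dose screen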
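System: Purified bovine intestinal alkaline phosphatase (IAP) enzyme | Input: IAP diluted 1/65,000,000 in the well | Also added: CDP-star chemiluminescent phosphatase substrate, 30 µM final | Dosing: 20 µM single dose | Times: Enzyme reaction for 30 min at room temperature | Detection: Luminescence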
FLuc inh counter: Photinus pyralis luciferase inhibition counter-screen; hit rate 1.5% among 200,000; ATPLite firefly luciferase biochemical luminescence, 10 min; inhibition, % at 10 µM; P08659;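 active means inhibition above about 50% when tested at 10 µM, limit read from the data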
FLuc stim CS: affects firefly luciferase, flagging false hits in luciferase stimulation screens; ATPlite luciferase biochemical, luminescence, 10 min; 0 = ATP-free wells, 1 = DMSO control; 200,000 tested, under 10 active; activation factor at 10 µM; AID 1027;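 active means luciferase activation factor, scaled between plate controls, of at least 2 with compound at 10 µM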
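Assay system – cell-free luciferase reagent · Medium – PBS-based ATP solution · Dosing – test compounds dosed from 2 mM stocks in 100% DMSO · Timing – 10 min, room temperature · Technique – light output (luminescence) · Measure – luminescence gain marking luciferase activators · Controls – No-ATP low control, compound-free enzyme-plus-ATP high control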
* hit, by the source's call; · = not tested or not shown. Hits appear at their usual frequency (roughly 13% active in at least one column).

SMILES	TNAP act hiacc	TNAP inh hi DEA	Lmaj promast	RAM inhibit	APP 5UTR inh	TNAP inh noacc	bIAP act	bIAP inh	FLuc inh counter	FLuc stim CS
CCc1nnc(NC(=O)c2cc(S(=O)(=O)N3CCOCC3)ccc2N2CCCCC2)s1	1	-5	10	2.5	10	-8	1.2	-20	-1	1
C=CCSC1=N/C(=C\c2ccc(C(=O)O)cc2)C(=O)S1	1	4	-4	4.4	8	10	1.2	-17	2	1
CC12CCC(C(=O)Nc3cccc4ccccc34)(C1Br)C2(C)C (stereo not given)	1.1	-6	10	0.0	-6	-11	0.9	6	-6	1.1
O=C1N=C(N2CCOCC2)S/C1=C\c1cccnc1	1	-4	1	1.8	3	-11	0.8	17	-6	1.1
O=C(CN(Cc1ccco1)C(=O)c1ccc(Cl)cc1)Nc1c(Cl)cc(Cl)cc1Cl	1	-2	7	4.6	·	-13	0.9	13	-8	1.1
CCSc1nnc2c(n1)OC(c1ccc(C(=O)O)cc1)N(C(C)=O)c1ccccc1-2 (stereo not given)	1.1	-6	-3	1.2	·	-12	1.1	-9	-8	1.1
O=[N+]([O-])c1ccc(/C=N/Nc2ccc3ccccc3c2)o1	0.7	32	-5	3.4	-69	4	0.7	30	10	0.9
Cc1[nH]n(-c2cccc(Cl)c2)c(=O)c1-c1ccccc1	1.1	-9	35	0.3	12	-23	0.8	21	0	1
CC(=O)OCC1OC(n2ccc(=O)[nH]c2=O)C(O)C1O (stereo not given)	1	-1	-5	-0.6	-6	3	0.9	8	-5	1
CC(C)CN1CCN(Cc2cccc3nccnc23)CC1CCO (stereo not given)	1.1	-10	-1	2.6	-14	-8	1	-3	-1	1
COC(=O)c1cc2c(cc1[N+](=O)[O-])OCO2	1	2	5	1.0	-4	2	1.1	-6	-4	1
COc1cc(C2Nc3ccc4ncccc4c3C3=C2C(=O)CCC3)cc(OC)c1OC (stereo not given)	1.1	-6	-1	1.1	-7	-10	1	-2	0	1
O=c1cnnc(SCCc2ccccc2)[nH]1	1	3	-6	-0.3	21	-12	1	2	-2	1
CC(C)(C)C1=CC(=O)C(=O)C(C(C)(C)C)=C1	1	-2	6	2.2	47*	-5	1	2	14	0.9
CCC(CC)C(=O)NCCN1CCN(C(=O)C(CC)CC)CC1	1	-3	-5	1.3	-3	-8	1	-4	-5	1
COc1ccc(C(=O)Nc2ccc(NC(=O)c3ccco3)c(Cl)c2)cc1OC	1	0	-5	3.5	0	-4	0.9	7	-2	1

Complete entries from above. Screens in order: TNAP act hiacc | TNAP inh hi DEA | Lmaj promast | RAM inhibit | APP 5UTR inh | TNAP inh noacc | bIAP act | bIAP inh | FLuc inh counter | FLuc stim CS
COC(=O)c1cc2c(cc1[N+](=O)[O-])OCO2 is listed with 1 | 2 | 5 | 1.0 | -4 | 2 | 1.1 | -6 | -4 | 1
CC(=O)OCC1OC(n2ccc(=O)[nH]c2=O)C(O)C1O (stereo not given) is listed with 1 | -1 | -5 | -0.6 | -6 | 3 | 0.9 | 8 | -5 | 1

Further results follow.
SMILES	TNAP act hiacc	TNAP inh hi DEA	Lmaj promast	RAM inhibit	APP 5UTR inh	TNAP inh noacc	bIAP act	bIAP inh	FLuc inh counter	FLuc stim CS
CCCn1nnnc1SCC(=O)c1ccc(NC(C)=O)cc1	1	3	-1	0.6	-11	-4	0.9	6	-3	1
c1ccc2oc(CCc3nc4ccccc4o3)nc2c1	1	-3	·	·	·	-9	1	-1	1	1
CC1CN(C(=O)c2cccc(COc3ccccc3Cl)c2)CC(C)O1 (stereo not given)	1	-3	11	-1.4	-62	-2	1	-5	2	1
CC(C)(C)NC(=O)C1CN(S(=O)(=O)c2ccccc2)CCN1S(=O)(=O)c1ccccc1 (stereo not given)	1	-2	-1	-0.8	-10	-10	1	1	0	1
O=C(Cn1c2[n+](c3ccc(C(F)(F)F)cc31)CCCCC2)Nc1ccc(Br)cc1	1.1	-5	4	2.0	22	-9	0.9	14	-1	1
Cc1ccc(NC(=O)OCc2cc(-c3ccccc3)on2)cc1	1.1	-5	-6	9.9*	-16	-9	1.1	-7	-2	1
COCCNC(=O)C1CC(=O)N(C2CCCCC2)C1 (stereo not given)	1	-2	-9	2.1	5	-12	0.9	7	-4	1
CCN1C(=O)C(CC(=O)Nc2cc(C)ccc2C)SC1=Nc1ccc(S(N)(=O)=O)cc1 (stereo not given)	1	-2	11	2.4	·	-11	0.9	7	-1	1
COCCNC(=O)C1CC(c2ccc([N+](=O)[O-])cc2)=NO1 (stereo not given)	1	-2	-9	0.9	10	3	1	3	-10	1.1
O=C(C(NS(=O)(=O)c1cccc2nsnc12)c1ccccc1)N1CCN(c2ccccc2)CC1 (stereo not given)	1	-4	8	2.3	-2	-4	1.1	-7	2	1
O=C(C1CC=CCC1)N1CCC(CO)(Cc2ccc(Cl)cc2)CC1 (stereo not given)	1.1	-5	16	0.5	20	-8	0.9	5	-6	1.1
O=C(O)C1CC=CCC1C(=O)Nc1cccc(Cl)c1 (stereo not given)	1	-4	-4	1.6	-5	-11	1.1	-7	1	1
CCCCOC(=O)Oc1ccc2c(=O)c(Oc3cccc(C)c3)coc2c1	0.9	8	-10	3.0	-22	2	0.8	21	2	1
COc1cc(NC2=CC(=O)CC(C)(C)C2)cc(OC)c1	1	3	-2	0.2	11	-9	0.9	6	-6	1.1
CSc1nc2ccc3nc(NC(=O)c4ccc(Cl)s4)sc3c2s1	1	-3	-2	2.0	-7	-7	1.1	-14	-6	1.1
O=C(NC(=S)Nc1ccc(S(=O)(=O)N2CCCC2)cc1)C1CC1	1	-2	7	1.3	14	-4	1	2	-3	1
O=C(c1ccccc1)c1nc2ccccc2n(CCCn2c(=O)c(C(=O)c3ccccc3)nc3ccccc32)c1=O	1	-4	18	9.6*	-14	1	1	2	-10	1.1
COc1ccccc1OCCNc1cc(N2CCOCC2)ccc1[N+](=O)[O-]	0.9	9	2	0.6	-17	5	0.8	18	1	1
O=C(O)CCSCCC(=O)O	1	-3	-7	0.8	-6	-12	0.9	9	-4	1
CN(C)S(=O)(=O)c1cccc(C(=O)NC2CCCc3ccccc32)c1 (stereo not given)	1	-2	-3	3.5	-8	-4	0.9	14	-1	1
CCCC1=C(C(=O)OCC)C(/C=C/c2ccccc2)n2ncnc2N1 (stereo not given)	1	1	18	1.1	2	-16	1.8	-83	-3	1
O=c1[nH]c(=O)n(C(c2ccccc2)c2ccccc2)cc1Br	1	-2	-3	3.1	4	-11	1	-1	-7	1.1
COc1cccc(CN(C(=O)c2cc3ccccc3oc2=O)C2CC2)c1	1	-3	14	1.8	-33	1	0.9	8	-5	1.1
CCOC(=O)C1CCCN(C(=O)c2sc3nc(-c4ccccc4)cn3c2C)C1 (stereo not given)	1	-3	-1	-0.5	-4	1	0.9	6	-7	1.1

Continued; the last two above are carried over.
SMILES	TNAP act hiacc	TNAP inh hi DEA	Lmaj promast	RAM inhibit	APP 5UTR inh	TNAP inh noacc	bIAP act	bIAP inh	FLuc inh counter	FLuc stim CS
COc1cccc(CN(C(=O)c2cc3ccccc3oc2=O)C2CC2)c1	1	-3	14	1.8	-33	1	0.9	8	-5	1.1
CCOC(=O)C1CCCN(C(=O)c2sc3nc(-c4ccccc4)cn3c2C)C1 (stereo not given)	1	-3	-1	-0.5	-4	1	0.9	6	-7	1.1
COC(=O)c1ccc(-n2nnnc2SCC(=O)Nc2cc(OC)ccc2OC)cc1	1	0	-3	1.5	3	-2	0.8	17	-5	1
Cc1nc2ncnn2c(N2CCN(C(=O)c3cccc(F)c3)CC2)c1Cc1ccccc1	1.1	-9	11	-1.0	-2	-14	1	-5	-8	1.1
Cc1cc(N2C(=O)C3C4CC(C(Br)C4Br)C3C2=O)no1 (stereo not given)	1.1	-6	-3	1.0	6	-6	1	1	-1	1
CCOC(=O)C1CCN(C(=O)c2ccccc2N(C)S(C)(=O)=O)CC1	1.1	-5	-5	1.5	0	-12	1	3	-14	1.1
O=C(CSCc1cnn(-c2ccccc2)c1-n1cccc1)NCc1cccnc1	1	-4	-5	0.5	10	-12	1.3	-34	5	1
CC(=O)c1c(C)[nH]c(C(=O)NCc2ccccn2)c1C	1.1	-6	-9	2.6	-5	-16	0.9	8	-6	1.1
CCN1CCN(c2nc(Nc3ccccc3)nc(N)c2[N+](=O)[O-])CC1	1	0	4	1.9	31	-5	1	-3	-3	1
O=C(C1=C[C@H](c2ccccc2)C[C@H](OCc2ccc(CO)cc2)O1)N1CCN(Cc2ccccc2)CC1	1.1	-8	8	1.6	0	-8	1	-5	-3	1
CCC(=O)Nc1cccc(NC(=S)NC(=O)c2ccc(Cl)cc2Cl)c1	1	-2	15	6.0	-20	1	0.9	10	-1	1
O=C1C=C(O)CC(c2cccs2)C1 (stereo not given)	1	-2	-4	0.2	-1	-11	1	0	-4	1
Cc1ncc(C23CC4CC(CC(C4)C2)C3)[nH]1	1.1	-13	28	0.5	-2	-26	1.8	-80	-6	1.1
NS(=O)(=O)c1ccc(NC(=O)c2c(Cl)cccc2Cl)cc1	1	2	1	0.7	11	-4	0.9	5	0	1
Cc1ccc(/C=N/NC(=O)C[n+]2ccccc2)o1	1	1	-2	1.0	-1	-6	1.3	-27	-2	1

Screens from PubChem.
